# NS3 helicase inh: inhibitors of Hepatitis C virus NS3 helicase. NS3 helicase DNA unwinding, Cy5 molecular beacon fluorescence. inhibition, % at 10.9 µM. actives 0.56% (n = 290,000). AID 1800;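 active = inhibition above the mean of all tested compounds plus 3 SD, set per campaign, cut at about 35% in these data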;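 also: 0% = DMSO wells and 100% = thioflavine S control wells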
#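 Assay system: hepatitis C virus NS3 helicase domain fragment enzyme. Also added: annealed dual-labelled DNA beacon duplex, ATP-started. Timing: 1 h reaction at 25 °C, ATP-initiated. Technique: Cy5 fluorescence at 0 and 60 min, beacon hairpin quenching. Evaluation: % inhibition of unwinding. Replication: one well per compound.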
# IMP-1 inhibitor: inhibitors of Pseudomonas aeruginosa IMP-1 metallo-beta-lactamase | inhibition, % at 5.6 µM | AID 1556 | purified IMP-1, nitrocefin hydrolysis, epi-absorbance fluorescence | actives 0.45% (n = 290,000);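 active = inhibition above the mean plus 3 SD of all compounds in the same screening run, cut at about 4.5% in these data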;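 also: 0% = IMP-1 with DMSO and 100% = DMSO wells lacking enzyme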
#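 Assay system: purified recombinant IMP-1 beta-lactamase. Input: IMP-1 0.2 nM before substrate addition. Buffer or medium: Zinc- and detergent-supplemented HEPES buffer, pH 7.1. Schedule: 25 °C, 15 min preincubation, 25 min reaction. Signal: Epi-absorbance fluorescence, 480 nm excitation, 530 nm emission. Evaluation: percent inhibition from optical density relative to buffer-blank wells.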
# PfM18AAP inh: PfM18AAP enzyme inhibition | recombinant PfM18AAP, H-Glu-NHMec fluorogenic cleavage | AID 1822 | actives 1.2% (n = 290,000) | inhibition, % at 7.35 µM;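 active = inhibition above the campaign mean inhibition over all tested compounds plus 3 SD, cut at about 28% in these data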;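 also: 0% = plate median of test compound wells and 100% = 2 mM ZnCl2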
# VIM-2 inhibitor: inhibitors of Pseudomonas aeruginosa VIM-2 metallo-beta-lactamase. purified VIM-2, nitrocefin hydrolysis, epi-absorbance fluorescence. inhibition, % at 5.6 µM. actives 0.89% (n = 290,000);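 active = inhibition above the mean of all tested compounds plus 3 SD, cutoff set per screening run, cut at about 7.5% in these data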;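 also: red hydrolysis product quenches plate fluorescence so inhibitors raise well fluorescence; 0% = enzyme with DMSO and 100% = DMSO without enzyme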
# p-CIP stab down: compounds decreasing mouse p/CIP protein stability; Q05BA5; decrease of EGFP signal, % at 10 µM; actives 0.01% (n = 290,000); F442A p/CIP-EGFP cells, EGFP fluorescence, 16 h;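 active = EGFP signal decrease of at least 30% at 10 µM or well 3 SD below plate mean, unless failing retest; inactive = the rest, including hits failing retest or dose response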; also: some compounds called inactive have numbers as strong as hits; many of its hits are not listed in these tables
# DNA FID counter: counter-screen for HCV NS3 helicase inhibitors: DNA intercalator displacement. DNA fluorescent intercalator displacement, fluorescence. inhibition, % at 7.9 µM. actives 0.17% (n = 290,000). AID 1845; in the data active = inhibition above about 37%;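 also: 0% = vehicle and 100% = reference compound; higher means more ethidium bromide displaced from hairpin DNA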
# SUMO HTRF inh: SUMOylation inhibition | P63279 | HTRF SUMOylation assay, SAE1/SAE2 + UBC9, in vitro | inhibition, % at 35 µM | actives 0.36% (n = 290,000); in the data active = inhibition above about 50%, passing the limit was not always enough; also: strong numbers were not always called active
# IDE act: activators of human insulin-degrading enzyme in cells; AID 493087; HEK cells, FAbeta-B cleavage, fluorescence polarization; 0% vehicle, 100% cell-free pure enzyme wells; P14735; actives 0.073% (n = 340,000); activation, % at 5.96 µM;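 active = activation above the mean of all tested compounds plus 3 SD, set per screening campaign, cut at about 17% in these data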
# IDE cell inh: inhibits human insulin-degrading enzyme in HEK cells | P14735 | FAbetaB cleavage, fluorescence polarization | inhibition, % at 5.59 µM | actives 0.41% (n = 320,000) | AID 434962;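 active = percent inhibition above the average of all tested compounds plus 3 SD, set per screening campaign, cut at about 16% in these data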;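 also: IDE supplied by intact live HEK cells; FP after avidin binding of uncleaved biotin substrate so inhibition keeps polarization high; 0% = DMSO wells and 100% = 60 µM reference IDE inhibitor Ii1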
# * marks the source's active call; other numbers are inactive results; / = no result given. Compounds were not picked by outcome (roughly 3.6% active in at least one column).
SMILES,NS3 helicase inh,IMP-1 inhibitor,PfM18AAP inh,VIM-2 inhibitor,p-CIP stab down,DNA FID counter,SUMO HTRF inh,IDE act,IDE cell inh
Cc1ccc(C(=O)Nc2ccc3ccccc3n2)cc1,-15,-1.6,0,1.5,6,-5,9,3,3
CC(NS(=O)(=O)c1ccccc1)C(=O)NCCc1ccccn1 (stereo not given),5,-1.6,1,-3.1,2,-1,-16,2,-2
Cc1cc(/C([O-])=C(/C(=S)Nc2ccc(F)cc2)[n+]2ccccc2)c(C)n1Cc1ccccc1Cl,5,-2.1,9,-2.1,9,-4,9,-1,6
CCC(C)NCCCCOc1ccc(Cl)cc1C (stereo not given),-3,-1.3,-8,-1.6,5,13,-14,2,0
NC(=S)N/N=C/c1cn(-c2ccccc2)nc1-c1cccnc1,3,-5.0,3,-2.7,-1,-18,1,1,8
COc1ccccc1OS(=O)(=O)c1ccc(NC(C)=O)cc1,-1,-2.1,-5,-2.4,-2,-3,-10,0,3
COc1ccccc1C(=O)Nc1ccc(N2CCCCC2)cc1,12,-4.4,1,-2.0,-4,-14,-13,6,8
Fc1ccc2nc(Nc3ccccc3)sc2c1,-1,-1.2,-6,-2.1,-11,17,9,7,1
CN(CC1CCOCC1)C(=O)CC1C(=O)NCCN1Cc1cccc(C(F)(F)F)c1 (stereo not given),-7,-2.6,8,-4.1,1,-23,-5,1,/
Cc1ccc(C(=O)NC2=NCCS2)cc1Cl,1,-3.3,1,-2.0,0,-4,6,-1,/
COc1cccc(/C=N/NC(=O)C(=O)N/N=C/c2cccc(OC)c2OC)c1OC,-1,-3.1,4,-2.7,-17,-8,2,3,7
O=C(CC1(O)C(=O)N(CCc2ccccc2)c2ccccc21)c1ccco1 (stereo not given),-5,-2.6,11,-4.1,-4,-12,9,3,-5
C/C(=N/NC(=O)c1ccoc1C)c1cccc(NC(=O)C2CC2)c1,-6,-2.6,-3,-5.2,-4,-6,8,7,-3
Cc1ccc(C)n1-c1sc2c(c1C#N)CCC(C)C2 (stereo not given),2,-2.1,4,-3.9,24,-2,4,4,3
CCS(=O)(=O)N1Cc2ccccc2CC1C(=O)Nc1nnc(SCc2ccc(F)cc2)s1 (stereo not given),4,-6.2,-2,-3.3,-23,-34,-2,0,1
CCOC(=O)c1c(NC(=O)CCS(=O)(=O)c2ccccc2)sc2c1CC(C)(C)NC2(C)C,-9,-1.3,-18,2.0,-20,17,10,2,-2
COC(=O)c1c(-n2cnnn2)sc(C)c1C,9,-3.4,1,-0.6,-1,1,6,12,-2
O=C1/C(=C\c2ccco2)SC(=S)N1C1CCS(=O)(=O)C1 (stereo not given),38*,7.3*,29*,2.2,-10,-9,61,/,2
CCSc1nsc(SCC)c1C(N)=O,5,-4.0,7,-4.2,0,-5,14,-3,-2
O=C(O)Cn1c(-c2ccccc2)cc2ccccc21,11,-0.7,-6,-1.9,0,-6,2,-1,-3
Cc1cccc2cc(CN(CC3CCCO3)C(=O)c3cnccn3)c(=O)[nH]c12 (stereo not given),-4,-6.6,1,-1.7,-2,-14,-3,-5,/
COc1ccc(/C(N)=N/OC(=O)c2ccco2)cc1,-8,1.1,-7,0.5,-3,-1,6,8,3
C=CCOc1ccccc1CN1CCC(Oc2ccc(C(=O)N3CCCCC3)cc2)CC1,-21,-2.6,4,-3.5,-13,11,-4,-4,2
CCOC(=O)C1=C(C)N(C)C(=S)NC1c1ccccc1Cl (stereo not given),-1,-0.3,-6,1.8,-12,-8,-5,7,3
O=C(NCc1ccco1)C1CC(=O)N(c2cccc(Cl)c2)C1 (stereo not given),1,-2.4,10,-1.8,0,-4,-5,-2,-1
CCCCN(CC)CCCNC(=O)c1ccc(CS(=O)(=O)c2ccccc2C)o1,-3,-1.9,-3,1.4,-6,0,-2,-1,-1
O=C(c1cccc(NC2=NC3CS(=O)(=O)CC3S2)c1)N1CCN(c2ncccn2)CC1 (stereo not given),11,-3.3,-6,-1.8,3,-9,-1,-2,2
COc1cc(O)c(C(C)=O)cc1OC,5,0.1,7,-1.3,-7,-3,10,9,4
CCOc1ccc(NC(=O)CSc2nnc(COc3c(C)cccc3C)o2)cc1,-6,-3.2,6,-4.0,-9,-6,9,4,1
CCN(CC)S(=O)(=O)c1cccc(-c2nnc(SCCOc3ccccc3C)o2)c1,-8,-2.3,-13,-0.8,-17,-2,-12,5,2

# Molecules shown so far containing fluorine, in the order listed:
SMILES,NS3 helicase inh,IMP-1 inhibitor,PfM18AAP inh,VIM-2 inhibitor,p-CIP stab down,DNA FID counter,SUMO HTRF inh,IDE act,IDE cell inh
Cc1cc(/C([O-])=C(/C(=S)Nc2ccc(F)cc2)[n+]2ccccc2)c(C)n1Cc1ccccc1Cl,5,-2.1,9,-2.1,9,-4,9,-1,6
Fc1ccc2nc(Nc3ccccc3)sc2c1,-1,-1.2,-6,-2.1,-11,17,9,7,1
CN(CC1CCOCC1)C(=O)CC1C(=O)NCCN1Cc1cccc(C(F)(F)F)c1 (stereo not given),-7,-2.6,8,-4.1,1,-23,-5,1,/
CCS(=O)(=O)N1Cc2ccccc2CC1C(=O)Nc1nnc(SCc2ccc(F)cc2)s1 (stereo not given),4,-6.2,-2,-3.3,-23,-34,-2,0,1

# (cont.)
SMILES,NS3 helicase inh,IMP-1 inhibitor,PfM18AAP inh,VIM-2 inhibitor,p-CIP stab down,DNA FID counter,SUMO HTRF inh,IDE act,IDE cell inh
CCOc1ccc(/C=N/NC(=O)C(=O)N2CCCCCC2)c2ccccc12,-9,-0.7,6,-2.3,-4,-26,-14,-2,/
Cc1ccc(CNC(=O)CCNS(=O)(=O)c2cccc3nsnc23)cc1,-2,-2.5,2,-3.0,10,-12,-16,-2,1
CCCc1cc(=O)oc2cc(C)c3c(C)coc3c12,12,-3.0,1,-0.2,-17,-6,22,3,-1
CC(C)NCc1nnc(-c2ccccc2Cl)o1,15,-3.7,0,-1.8,-5,-4,4,4,2
CCN1CCN(C(=S)Nc2cccc(Cl)c2)CC1,3,-0.8,4,-2.2,1,-1,6,7,-2
CCOC(=O)c1ccc(-n2c(O)c(/C=N/NC(=O)C3COc4ccccc4O3)c3ccccc3c2=O)cc1 (stereo not given),10,-1.7,11,-3.9,-10,-20,-15,2,-3
OC(COCc1cccs1)CN1CCN(c2cccc(C(F)(F)F)c2)CC1 (stereo not given),-18,-1.3,4,0.1,-6,17,-13,0,2
O=c1c2ccccc2c(-c2ccccc2)nn1Cc1c(Cl)cccc1Cl,-5,0.1,2,3.1,-1,5,-8,-5,4
C/C=C/C(=O)Nc1cccc(C2=NOC3(C2)C[C@@H](C(N)=O)N(C(=O)C(c2ccccc2)c2ccccc2)C3)c1 (stereo not given in full),/,/,/,/,-2,/,15,2,4
CCSc1nnc(-c2cccs2)o1,-2,-1.6,0,-3.4,2,-3,-6,-1,1
COc1ccc(S(=O)(=O)N/N=C(/C)c2ccco2)cc1,17,-2.5,3,-1.8,-16,-10,-3,8,9
Cc1ccc(S(=O)(=O)c2nnn3c2nc(N2CCN(c4ccccn4)CC2)c2ccccc23)cc1C,2,-3.7,-1,0.1,-3,-2,0,4,2
COc1ccc2oc(=N)c(C(=O)Nc3ccc(C)cc3)cc2c1,10,-3.4,5,-3.5,-1,0,13,3,/
CCCCN1C(=O)/C(=C2\SC(N3CCOCC3)=NC2=O)c2ccccc21,-5,-4.9,-7,4.7,-6,-3,-1,-3,5
COc1ccc(C2(CNC(=O)c3ccc(Br)o3)CCOCC2)cc1,-9,-1.7,-3,-0.9,-12,-9,11,1,7
NC(=O)N1N=C2/C(=C/c3ccccc3)CCCC2C1c1ccccc1 (stereo not given),6,-1.5,0,1.1,-10,-31,-5,4,0
Nc1nc(C(=O)N2CCOCC2)nn1S(=O)(=O)c1ccc(Cl)cc1,10,-3.7,-5,-4.8,-6,2,6,6,4
CC(C)C(=O)Nc1ncc2c(n1)CC(c1cccs1)CC2=O (stereo not given),4,-7.5,11,-1.8,-1,-7,10,4,4
O=C(CCCNS(=O)(=O)c1cccs1)N1CCc2ccccc2C1,3,-4.6,1,-0.2,-2,-23,11,4,-2
O=C(OCc1cccc(F)c1)c1ccc2c(=O)n3c(nc2c1)CCC3,7,-2.4,-20,-2.1,-3,-15,15,1,1
O=C(NNC(=O)c1ccccc1-c1ccccc1C(=O)O)c1cccc([N+](=O)[O-])c1,-6,-4.5,2,-3.0,-4,-5,8,-1,1
COC(=O)[C@@H](Cc1c[nH]c2ccccc12)NC(=O)CCC(=O)c1ccc(Br)cc1,-8,-2.7,-1,0.7,-6,-28,3,-4,4
O=Cc1cc([N+](=O)[O-])ccc1N1CCOCC1,4,2.0,17,-1.9,6,8,-5,-4,-3
COc1cccc(C(c2sc3ncnn3c2O)N2CCc3ccccc3C2)c1 (stereo not given),-3,0.2,26,0.3,-2,-29,13,0,0
COc1ccc(C(=N/O)/C(=N/O)c2ccc(OC)cc2)cc1,-3,2.5,2,-4.1,-14,-8,0,1,-3
COc1cccc(CNC(=O)C2CCCN(S(C)(=O)=O)C2)c1 (stereo not given),-6,-2.2,-1,-2.1,-4,3,24,6,-3
COc1cc(-c2n[nH]c(=S)n2Cc2ccccc2)cc(OC)c1OC,-6,-2.3,22,-3.0,1,-28,18,1,/
CCCCN(CCCC)C(=O)c1cc(Cl)ccc1[N+](=O)[O-],2,-4.7,-3,-3.3,4,-15,-11,6,8
COCCN(CCOC)C(=O)c1ccc(NS(=O)(=O)c2ccc3c(c2)OCCO3)cc1,-11,-1.5,6,-2.2,6,-20,-18,1,-1
CN(C)c1ccc(C2CC(=O)NC3=C2C(=O)CC(C)(C)C3)cc1 (stereo not given),4,-2.4,2,-2.2,0,-2,25,3,-3
O=C(c1ccc(N2CCN(CCO)CC2)nc1)N1CCOCC1,-4,-2.1,3,-0.2,-8,15,3,1,4
Cn1c(=O)c([N+](=O)[O-])c(NCc2ccc3c(c2)OCO3)c2ccccc21,0,-0.6,9,0.9,-3,-7,-8,/,-1
NC(=O)CN1C(=O)C(O)(CC(=O)/C=C\c2ccc3c(c2)OCO3)c2ccccc21 (stereo not given),-6,-2.1,8,-2.6,2,-10,-8,3,6
N/C(=N\OC(=O)c1ccc(Cl)cc1[N+](=O)[O-])c1ccccn1,3,0.5,-3,-0.2,-5,-2,1,3,1
COc1ccc(CC(=O)Nc2ccc(S(=O)(=O)Nc3cc(OC)nc(OC)n3)cc2)cc1,28,2.0,5,-0.2,-11,-30,-1,2,-3
O=c1c(Br)c(N2CCCCC2)cnn1-c1ccccc1,-6,-3.3,5,-1.7,2,-1,16,5,6
CS(=O)(=O)NCCNc1ccc(Cl)cc1[N+](=O)[O-],1,-3.4,-3,-2.9,4,-6,-4,3,-2
COc1ccccc1C(=O)C1CCCN(C(=O)c2cccc(Cn3cccn3)c2)C1 (stereo not given),0,-3.0,1,-1.1,2,-29,-21,-1,3

# Screening data from PubChem BioAssay.
